# Assay outcomes (PubChem)
# TRPML3 agonist: agonists of human TRPML3 channel | Q8TDD5 | HEK293 TRPML3-YFP, Fluo-8 calcium fluorescence; 100% = the carbachol control signal | activation, % at 3 µM | 220,000 tested, 0.29% active | AID 1448;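 active = activation above its plate's cutoff, the mean activation of the plate's test wells plus 3 SD, cut at about 12% in these data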;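 also: 0% = DMSO only wells and 100% = carbachol wells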
#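 Material: HEK293 cells stably carrying human TRPML3-YFP; compound dosing: single dose, 3 µM final nominal compound, 0.3% DMSO final; incubation: 1-h 37 °C dye load, 5-s basal, 120-s post-compound reads; technique: Fluo-8 intracellular calcium fluorescence, excitation 470-495 nm, emission 515-575 nm; read-out basis: percent activation from peak-to-basal fluorescence ratio, scaled between DMSO and carbachol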
# TbHK1 inh: blocks Trypanosoma brucei hexokinase 1 activity | recombinant TbHK1, G6PDH-coupled NADH A340 | inhibition, % at 10 µM | AID 1430 | 220,000 tested, 0.11% active;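 active = inhibition of 50% or more in the single-dose primary screen; inactive = inhibition below 50%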
# zfTRPN1 agonist: agonists of zebrafish TRPN1 channel; HEK293 zebrafish TRPN1-YFP, Fluo-8 calcium fluorescence; 100% = response to 87 µM carbachol; activation, % at 3 µM; 220,000 tested, 0.18% active; AID 1424;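 active = activation above its plate's cutoff, the mean activation of test wells on that plate plus 3 SD, cut at about 19% in these data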;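 also: 0% = DMSO alone and 100% = 87 µM carbachol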
#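 Material: zebrafish TRPN1-YFP in HEK293 cells. Doses: one dose of 3 µM, 0.3% DMSO. Incubation: dye 1 h 37 °C plus 30 min RT. Measured by: intracellular calcium fluorescence with Fluo-8.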
# EBV gp42 inh: EBV gp42 inhibition. Q1HVG2. Fluorescence polarization binding assay, mP read-out. inhibition, % (tested at 21.74 µM). 220,000 tested, 0.42% active. AID 1085; in the data active = inhibition above about 50%
# Target sequence (Q1HVG2 whole entry, looked up): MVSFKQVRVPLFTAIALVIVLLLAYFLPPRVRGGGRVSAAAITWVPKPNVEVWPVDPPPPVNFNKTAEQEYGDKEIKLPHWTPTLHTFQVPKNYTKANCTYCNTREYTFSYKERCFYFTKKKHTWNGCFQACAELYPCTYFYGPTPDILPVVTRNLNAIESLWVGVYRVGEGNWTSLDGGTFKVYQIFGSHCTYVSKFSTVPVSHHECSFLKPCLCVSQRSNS
# PPC-1+TRAIL kill: PPC-1 cancer cell killing with TRAIL present; PPC-1 cells + TRAIL, ATPLite viability luminescence; cell killing (% activity), % at 4 µM; 220,000 tested, 0.41% active;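 active = cell killing above 50% in the first pass at 4 µM, then a duplicate retest at 5 µM averaging 50% or more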;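 also: plate controls were cells with TRAIL plus DMSO for no effect and medium-only wells lacking cells for full effect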
# m-calpain inh: inhibitors of pig calpain II | inhibition, % at 16 µM | AID 1236 | purified calpain II, fluorogenic peptide substrate, 30 min | 220,000 tested, 0.37% active;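 active = inhibition above about 50%, limit read from the data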
# Thrombin inh: inhibitors of human thrombin. P00734. inhibition, % at 5 µM. alpha-thrombin, Boc-VPR-AMC fluorogenic substrate cleavage. 220,000 tested, 0.26% active;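 active = inhibition at or above 40%; inactive = inhibition below 40%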;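 also: 0% = enzyme with no compound and 100% = wells without enzyme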
#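 Test system: human alpha-thrombin protein / Dosing: one concentration per compound, 5 µM, with 0.2% DMSO / Medium: pH 7.5 Tris-saline with Tween 20 / Benchmarks: no-compound enzyme wells and no-enzyme blanks / Read-out basis: percent inhibition of thrombin substrate cleavage / Timing: reaction at room temperature / Measured by: fluorescence, ex 355 nm, em 460 nm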
# Furin inhibitor: inhibitors of human furin | inhibition, % at 30 µM | purified furin, fluorogenic substrate cleavage | P09958 | 220,000 tested, 0.061% active; in the data active = inhibition above about 25%; also: inactives centre near -15
# Target sequence (P09958 108-714 limits assumed): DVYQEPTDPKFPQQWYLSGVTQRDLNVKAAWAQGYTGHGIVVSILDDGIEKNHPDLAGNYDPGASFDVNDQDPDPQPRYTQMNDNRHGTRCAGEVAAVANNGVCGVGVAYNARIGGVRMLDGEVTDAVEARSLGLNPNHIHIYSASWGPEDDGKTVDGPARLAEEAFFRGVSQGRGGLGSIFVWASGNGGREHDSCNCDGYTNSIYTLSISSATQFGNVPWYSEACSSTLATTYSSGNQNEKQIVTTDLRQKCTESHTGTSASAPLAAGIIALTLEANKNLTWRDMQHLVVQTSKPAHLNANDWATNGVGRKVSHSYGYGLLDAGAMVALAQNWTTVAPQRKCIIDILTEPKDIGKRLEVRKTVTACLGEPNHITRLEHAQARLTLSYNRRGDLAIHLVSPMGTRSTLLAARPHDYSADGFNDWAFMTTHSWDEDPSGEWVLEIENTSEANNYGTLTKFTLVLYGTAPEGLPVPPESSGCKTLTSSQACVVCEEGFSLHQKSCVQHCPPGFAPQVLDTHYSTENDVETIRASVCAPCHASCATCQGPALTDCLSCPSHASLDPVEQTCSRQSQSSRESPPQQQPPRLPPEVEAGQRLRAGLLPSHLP
# KCC2 mod: KCC2 (human) Cl- transport modulation. AID 1456. 190,000 tested, 2.2% active. KCC2 cells, thallium flux FluoZin-2 fluorescence. Q9H2X9. B-score of Tl+ flux slope (higher = more flux/activation; lower = inhibition) at 10 µM;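 active = thallium flux slope and its plate-corrected score both differing from the plate sample mean at a set confidence after two filtering rounds, in either direction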;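 also: slope of fluorescence scaled to starting intensity during 10 to 20 s after thallium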
# * = called active by the depositor; i = inactive; · = no result given; [ ] = another dose, or the depositor's remark.
No.	molecule	EBV gp42 inh	TbHK1 inh	m-calpain inh	TRPML3 agonist	KCC2 mod	zfTRPN1 agonist	Thrombin inh	Furin inhibitor	PPC-1+TRAIL kill
1	COc1ccc(C)cc1-n1nnnc1SCc1cc(=O)n2cc(C)ccc2n1	-4	-18	-64	2.1	-2.7	9.1	-2	-26	23
2	COc1ccccc1Nc1nc(Cl)c(C=O)s1	-42	-13	47	1.3	1.4	1.3	-6	-14	9
3	CN(Cc1cccs1)C(=O)Cc1csc(-c2ccccc2)n1	-3	7	16	0.2	-2.6	-1.8	-4	-9	12
4	O=C(Cc1ccsc1)Nc1ccc(S(=O)(=O)C(F)F)cc1	-5	3	27	0.0	0.81	0.2	-1	-23	6
5	Cc1ccc(-c2nnc(SCC#CCOC(=O)c3ccco3)o2)cc1	4	-7	-20	-0.6	·	-0.2	-4	-17[20 µM]	6
6	CCOC(=O)C1(CC2CC2)CCN(C(=O)c2cc(C3CC3)nc3ccccc23)CC1	-12	0	9	1.0	0.68	-1.5	4	-11	24
7	Cc1ncc([N+](=O)[O-])n1CC(=O)N/N=C/c1ccccc1F	-7	1	33	0.4	0.56	1.0	3	-23	4
8	CCCC(=O)OCC(=O)Nc1ccc(N=Nc2ccccc2)cc1	-14	-14	34	0.7	-0.27	0.2	0	14	31
9	CCn1c(C)c(C2=CCN(S(=O)(=O)c3ccccc3)CC2)c2ccccc21	-3	18	-12	1.7	0.1	-0.1	-9	-18	29
10	O=P(c1ccccc1)(c1ccccc1)c1nc(-c2ccccc2)oc1NCc1ccccc1	-7	3	22	0.6	1.3	-1.8	-10	-17	14
11	S=C1SCN(CCN2CCOCC2)CN1Cc1ccccc1	-3	1	3	0.7	1.6	1.8	-1	-29	2
12	N#CCCn1cc(/C=N/N=C2\NC(=O)C(CC(=O)O)S2)c(-c2ccc(F)cc2)n1 (centres undefined)	-5	-35	-15	1.3	1.7	0.3	2	-16	16
13	O=C1OC(Nc2ccc(Br)cc2F)c2ccccc21 (centres undefined)	-16	3	-18	-0.3	1.3	0.7	3	-7[20 µM]	28
14	O=C(OC1CCOC1=O)c1cccc(S(=O)(=O)Nc2ccc(F)cc2)c1 (centres undefined)	9	-5	-1	0.3	-0.47	0.7	-6	-25	22
15	COC(=O)c1ccc2ncccc2c1	-7	-1	7	1.3	-1.2	-0.3	25	-25[20 µM]	1
16	CCOc1ccc(/C(O)=C2/C(=O)C(=O)N(CC3CCCO3)C2c2ccco2)cc1 (centres undefined)	-3	-20	9	0.3	-0.78	1.1	-5	-26[20 µM]	6
17	COc1cccc(NC(=O)c2ccc(S(=O)(=O)N(C)C)cc2)c1	-9	1	18	-0.2	1.1	0.6	8	-6	8
18	COc1ccc(Cn2c(-c3ccc(Br)cc3)c[n+]3ccccc23)cc1	-6	1	-29	0.5	0.013	0.2	-9	-13	23
19	CCOC(=O)Cc1csc(NS(=O)(=O)c2ccc(OC)cc2)n1	-6	0	-15	0.7	-0.08	0.8	-1	-24	6
20	CN(CCCNC(=O)c1cccn2c(=O)c3ccccc3nc12)Cc1ccccc1	-1	-11	-259	0.3	-0.68	0.0	5	-7[20 µM]	2
21	Cc1ccc(N2CN=c3s/c(=C\c4cccnc4)c(=O)n3C2)cc1	7	-33	7	0.8	-0.25	-0.2	2	-2	-1
22	NC(=O)C1CCN(C(=O)c2cccc(S(=O)(=O)N3CCc4ccccc4C3)c2)CC1	-9	1	-3	0.1	0.39	-1.3	3	-11	3
23	COc1ccc(C)cc1NC(=O)C(Sc1nnc(-c2ccncc2)n1-c1ccc(Cl)cc1)c1ccccc1 (centres undefined)	-7	-12	-14	0.7	-0.37	0.1	-5	-10	-3
24	CC(=O)c1cccc(NC(=O)NC(C)C2CCCO2)c1 (centres undefined)	2	-5	-18	-0.6	0.25	2.2	-5	-23[20 µM]	10
25	COc1cc(C(=O)N2CCN(Cc3ccccc3C(F)(F)F)CC2)cc(OC)c1OC	1	-7	-27	-0.7	·	-1.1	-4	-21	8

# Arranged by length of the SMILES (low to high): some entries from above.
No.	molecule	EBV gp42 inh	TbHK1 inh	m-calpain inh	TRPML3 agonist	KCC2 mod	zfTRPN1 agonist	Thrombin inh	Furin inhibitor	PPC-1+TRAIL kill
15	COC(=O)c1ccc2ncccc2c1	-7	-1	7	1.3	-1.2	-0.3	25	-25[20 µM]	1
19	CCOC(=O)Cc1csc(NS(=O)(=O)c2ccc(OC)cc2)n1	-6	0	-15	0.7	-0.08	0.8	-1	-24	6
17	COc1cccc(NC(=O)c2ccc(S(=O)(=O)N(C)C)cc2)c1	-9	1	18	-0.2	1.1	0.6	8	-6	8
14	O=C(OC1CCOC1=O)c1cccc(S(=O)(=O)Nc2ccc(F)cc2)c1 (centres undefined)	9	-5	-1	0.3	-0.47	0.7	-6	-25	22

# Returning to the listing, starting three compounds before the break.
No.	molecule	EBV gp42 inh	TbHK1 inh	m-calpain inh	TRPML3 agonist	KCC2 mod	zfTRPN1 agonist	Thrombin inh	Furin inhibitor	PPC-1+TRAIL kill
23	COc1ccc(C)cc1NC(=O)C(Sc1nnc(-c2ccncc2)n1-c1ccc(Cl)cc1)c1ccccc1 (centres undefined)	-7	-12	-14	0.7	-0.37	0.1	-5	-10	-3
24	CC(=O)c1cccc(NC(=O)NC(C)C2CCCO2)c1 (centres undefined)	2	-5	-18	-0.6	0.25	2.2	-5	-23[20 µM]	10
25	COc1cc(C(=O)N2CCN(Cc3ccccc3C(F)(F)F)CC2)cc(OC)c1OC	1	-7	-27	-0.7	·	-1.1	-4	-21	8
26	O=C(N/N=C/CCc1ccccc1)C1CCCCC1	2	5	-12	1.0	-0.21	0.7	-1	-12	3
27	Cc1ccc(NC(=O)c2ccc(S(=O)(=O)N3CCCCC3)cc2)cc1	-12	-2	16	1.8	-0.084	4.2	-5	-21[20 µM]	3
28	Cc1cc(F)ccc1S(=O)(=O)N(C(=O)c1ccncc1)c1ccc(OC(=O)c2ccncc2)cc1	2	-3	21	-0.3	-0.89	1.1	-5	-15	2
29	Cc1cc(NC(=O)COn2nnc3ccc(S(C)(=O)=O)cc32)ccc1Br	-15	-6	-2	2.4	-0.6	4.4	2	-25	38
30	Cc1cccc(NC(=O)c2c(C)nn(-c3ccccc3)c2Cl)c1	-13	-6	7	-0.1	·	-0.3	-7	-18	-5
31	COc1cccc(-c2nnc3sc(-c4ccc(C)cc4)nn23)c1	-17	-2	-23	-1.0	-1.8	-0.3	-3	-32[20 µM]	20
32	O=c1c2[nH]c3ccccc3c2ncn1CCCn1ccnc1	3	-8	-23	1.1	-0.65	-0.3	-3	-33[20 µM]	-6
33	CC(NC(=O)C1CCC(=O)N1Cc1ccc(F)cc1)c1ccc2c(c1)OCCO2 (centres undefined)	-5	-9	-12	-0.8	·	0.7	2	-34	-6
34	Cc1ccc(C(c2nnnn2CC2CCCO2)N2CCN(Cc3ccccc3)CC2)cc1 (centres undefined)	-7	-6	-7	0.4	-0.19	-1.3	0	-26	·
35	COc1ccc(NC(=O)NC2CC3CCCC(C2)N3Cc2ccccc2)cc1 (centres undefined)	3	-1	2	0.9	0.22	1.3	0	-5[20 µM]	-1
36	CC(NC(=O)NC1CCCCC1)c1ccc2c(c1)OCO2 (centres undefined)	-12	0	15	0.5	2	0.0	-2	-17	1
37	CC(C)(C)n1nnnc1C(c1ccncc1)N1CCN(C2CCCCC2)CC1 (centres undefined)	-23	-2	2	0.7	0.0058	0.6	-3	-23	15
38	O=C1c2cccc3c([N+](=O)[O-])c(O)cc(c23)C(=O)N1Nc1ccccc1	0	-4	23	1.4	-1.5	1.6	-13	-1	18
39	CC(C)N1CCC(N2CCN(Cc3cccc4nonc34)CC2CCO)CC1 (centres undefined)	-1	0	-20	1.1	0.028	0.8	-11	-8	·
40	CC(Oc1ccc(F)cc1)C(=O)/C=C\N(C)C (centres undefined)	-22	-3	-4	1.0	·	1.6	-3	-17[20 µM]	16
41	O=C(O)C1C2CCC(O2)C1C(=O)NCc1ccncc1 (centres undefined)	-11	6	-27	1.0	0.99	-1.0	-5	-1	26
42	C=CCNCCCCOc1c(Cl)cc(C)cc1Br	12	6	-11	0.0	-0.014	1.5	-3	-15	22
43	O=C(CSc1ccc2nnc(-c3cccc(F)c3)n2n1)NCc1ccco1	-14	0	-8	-0.5	-0.72	0.3	-5	-16	6
44	O=C(O)c1[nH]c2ccc(Cl)cc2c1CCN1C(=O)c2ccccc2C1=O	-14	-10	12	0.6	·	-0.2	-12	-5	14
45	CC(C)(CO)NCc1cccs1	7	0	-31	0.6	0.14	1.1	-5	-11	0
46	CC(=O)Nc1cccc(CNCc2cccc(NC(C)=O)c2)c1	-11	-1	-17	-0.8	-0.82	0.8	-1	-17	-8
47	Cc1ccc(C(=O)Oc2ccc(-c3nccc(-c4ccccn4)n3)cc2)cc1	-12	-8	29	0.4	0.017	1.2	10	-12[20 µM]	7
48	O=C(Cc1ccccc1)NNC(=O)Nc1ccccc1	-20	8	5	0.9	-0.54	0.5	18	-13	-10
49	COc1cc2c(cc1OC)C(C)=NCC2	-15	-21	-381	0.5	0.039	0.1	-32	-97	1
50	COC(=O)/C=C1\NCCSC1=O	-4	7	6	-0.1	-0.56	0.4	-8	-15	11

# Screen by screen, from the results shown.
# Furin inhibitor for entries 35 to 39: -5[20 µM], -17, -23, -1, -8

# The results go on:
No.	molecule	EBV gp42 inh	TbHK1 inh	m-calpain inh	TRPML3 agonist	KCC2 mod	zfTRPN1 agonist	Thrombin inh	Furin inhibitor	PPC-1+TRAIL kill
51	CC(=O)NCc1c(Cl)cccc1-n1cccc1	-16	5	24	0.0	-0.019	1.2	-6	-20[20 µM]	22
52	Cn1cnnc1SCC(=O)c1cccc([N+](=O)[O-])c1	-12	-4	-5	1.0	0.59	-0.1	3	-31	15
53	C=C(C)CN(CC)C(=O)c1ccc(OC2CCN(S(=O)(=O)N(C)C)CC2)cc1	-10	-3	6	0.3	-0.68	2.2	-6	-13	28
54	Cc1ccc(NC(=O)/C=C\C(=O)NCC(=O)O)cc1C	-8	-3	-6	1.4	-2.3	1.4	-4	-18	4
55	Nc1c2c(nc3ccccc13)N(c1ccccc1)CC2	-4	·	i	·	·	·	-2	·	19
56	Cc1ccc(CNC(=O)COc2ccc(C)nc2[N+](=O)[O-])cc1	-7	-2	25	-0.4	-0.11	0.3	23	-10	2
57	Nc1ccc(C(=O)c2cccs2)cn1	-12	-42	-11	0.8	-1	2.6	1	-24	-11
58	Nc1nc(-c2ccccc2)cs1	-11	-6	25	-0.1	-0.5	-0.3	-5	-18[20 µM]	13
59	O=C(/C=C/c1ccc(Cl)cc1)Nc1ccc(CN2CCOCC2)cc1	-4	-18	20	5.9	-1.2	13	-3	-9	24
